core dimer inh: HCV core protein dimerization inhibition; TR-FRET GST/Flag-core106 dimerization, 1536-well; 300,000 tested, 0.33% active; AID 1899; inhibition, % at 5 µM;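 active = inhibition above the mean of all tested compounds plus 3 SD, set per screening campaign, cut at about 45% in these data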
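System – GST-tagged and Flag-tagged HCV core protein residues 1-106 · Repeats – one well for each compound · Technique – TR-FRET 671 and 617 nm emission · Doses – one concentration, 5 µM, in 0.5% DMSO · Times – 4 h, 22.5 °C incubation · Also added – Eu donor and XL665 acceptor anti-tag antibodies · Measure – percent inhibition of core106 dimerization signal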
JMJD2C inh: blocks human GASC-1 demethylase activity; 330,000 tested, 0.069% active; inhibition, % at 2.35 µM; GST-JMJD2C(1-420) H3K9me3 demethylation, DELFIA europium; AID 2099; Q9H3R0;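 active = more than half of a compound's replicate wells show inhibition beyond 50%, single wells judged on their own value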;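 also: signal counts dimethyl H3K9 product captured on neutravidin plate; 0% = median of DMSO wells and 100% = 0.3 times that DMSO median; strong numbers were not always called active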
PP1 counter: counter-screen for PP5 inhibitors: inhibitors of human PP1-alpha. P62136. purified PP1alpha, OMFP fluorescence. inhibition, % at 6.7 µM. 320,000 tested, 0.9% active. AID 2235;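 active = inhibition above the mean inhibition of all tested compounds plus 3 SD, computed separately for each screening campaign, cut at about 15% in these data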
Target sequence (P62136 whole entry, looked up): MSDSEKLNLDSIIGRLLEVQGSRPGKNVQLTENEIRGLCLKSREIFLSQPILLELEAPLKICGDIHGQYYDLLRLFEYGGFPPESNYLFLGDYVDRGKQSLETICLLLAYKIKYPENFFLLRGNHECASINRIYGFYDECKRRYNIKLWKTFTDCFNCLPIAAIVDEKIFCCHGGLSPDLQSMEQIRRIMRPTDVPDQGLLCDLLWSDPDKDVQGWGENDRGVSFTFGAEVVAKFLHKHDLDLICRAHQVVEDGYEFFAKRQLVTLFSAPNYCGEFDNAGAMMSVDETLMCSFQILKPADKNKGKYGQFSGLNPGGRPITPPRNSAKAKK
TPT1 inh: C. albicans TPT1 enzyme inhibition; AID 1962; 300,000 tested, 0.81% active; inhibition, % at 5 µM; recombinant caTPT1, FP RNA substrate dephosphorylation;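 active = inhibition above the mean of all tested compounds plus 3 SD, set per screening campaign, cut at about 24% in these data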;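 also: plate controls were DMSO alone for no effect and ferristatin control at 100 nM for full effect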
CTSL1 counter: blocks F. hepatica cathepsin L1 in PFM18AAP counter-screen | recombinant F. hepatica cathepsin L1, Z-Leu-Arg-MCA fluorescence | 300,000 tested, 0.49% active | inhibition, % at 5.96 µM;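 active = inhibition above the mean of all tested compounds plus 3 SD, set per screening campaign, cut at about 17% in these data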;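 also: 0% = plate median of test compound wells and 100% = 1 µM Z-Phe-Ala-diazomethylketone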
LYPLA2 counter: LYPLA2 (human) inhibition in PME1 counter-screen; recombinant LYPLA2, FP-Rh probe fluorescence polarization; inhibition, % at 5.9 µM; 320,000 tested, 0.38% active;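 active = inhibition above the screen-wide mean plus 3 SD, limit set per campaign, cut at about 26% in these data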;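 also: 0% = LYPLA2 with DMSO and 100% = wells lacking LYPLA2 enzyme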
Target sequence (O95372 whole entry, looked up): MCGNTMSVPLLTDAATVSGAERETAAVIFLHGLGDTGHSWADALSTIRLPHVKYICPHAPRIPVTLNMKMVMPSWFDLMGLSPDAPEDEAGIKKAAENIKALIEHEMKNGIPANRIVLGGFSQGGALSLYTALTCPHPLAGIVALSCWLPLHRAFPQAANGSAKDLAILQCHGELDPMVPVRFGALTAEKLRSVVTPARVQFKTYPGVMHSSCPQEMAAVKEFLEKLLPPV
Efflux pump inh: antifungal efflux pump inhibition, Nile Red retention; S. cerevisiae Candida pump triplex; inhibition, % at 10 µM; 330,000 tested, 0.44% active;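 active = plate passing quality check with inhibition over a set limit, or well fluorescence over plate mean plus 4 SD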;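 also: Nile Red retained in pooled yeast measured as flow cytometry median fluorescence; 0% = buffer negative control and 100% = Enniatin B positive control; higher means more Nile Red kept so more efflux inhibition; some compounds called inactive have numbers as strong as hits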
PP5 inh: inhibitors of human protein phosphatase 5 (PP5). P53041. purified PP5c, OMFP substrate fluorescence. inhibition, % at 6.7 µM. 320,000 tested, 0.18% active. AID 1987;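 active = inhibition above the campaign's mean inhibition across all tested compounds plus 3 SD, cut at about 9.5% in these data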;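 also: 0% = DMSO only and 100% = 100 µM cantharidin control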
Target sequence (P53041 whole entry, looked up): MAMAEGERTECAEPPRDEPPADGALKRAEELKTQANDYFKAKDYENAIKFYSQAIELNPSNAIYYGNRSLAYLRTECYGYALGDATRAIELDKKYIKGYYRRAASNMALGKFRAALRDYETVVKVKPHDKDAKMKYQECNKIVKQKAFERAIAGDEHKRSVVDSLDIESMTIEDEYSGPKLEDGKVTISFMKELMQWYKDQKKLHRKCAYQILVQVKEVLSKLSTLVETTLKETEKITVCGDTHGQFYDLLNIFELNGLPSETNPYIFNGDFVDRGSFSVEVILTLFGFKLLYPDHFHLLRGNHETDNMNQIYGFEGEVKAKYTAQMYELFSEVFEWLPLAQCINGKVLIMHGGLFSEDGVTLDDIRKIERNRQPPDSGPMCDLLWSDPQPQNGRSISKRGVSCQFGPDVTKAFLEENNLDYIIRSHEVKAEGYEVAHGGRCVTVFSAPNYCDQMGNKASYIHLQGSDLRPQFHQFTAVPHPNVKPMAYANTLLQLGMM
PREPL inh: inhibits the human prolyl oligopeptidase-like enzyme | Q4J6C6 | recombinant PREPL, fluorescence polarization activity-based probe | inhibition, % at 5.96 µM | 320,000 tested, 0.68% active | AID 2751; in the data active = inhibition above about 43%;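 also: 0% = enzyme with DMSO and 100% = wells lacking enzyme; many of its hits are not listed in these tables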
Starred values were filed as active, the others as inactive; nt = not tested or not shown; & = joins results of further samples. Only part of the results is shown; count on the stated rates, not on these rows.

SMILES | core dimer inh | JMJD2C inh | PP1 counter | TPT1 inh | CTSL1 counter | LYPLA2 counter | Efflux pump inh | PP5 inh | PREPL inh
O=C(COC(=O)CNC(=O)c1ccccc1)Nc1nc(-c2ccccc2)cs1 | -7 | 8 | 3 | 0 | -5 | 0 | -0.1 | 2.1 | -13
Cc1ccnc(NC(=O)c2cnc(Cl)c(Cl)c2)c1 | -3 | -1 | 3 | -2 | -3 | -3 | 0.0 | 0.2 | 6
COc1ccc(NC(=O)COC(=O)c2ccc(S(=O)(=O)N3CCCC3)cc2)cc1OC | nt | -5 | 0 | nt | nt | 6 | 0.2 | 2.9 | 6
CCN(C(=O)COC(=O)c1cc(-c2ccccc2)nc2c1c(C)nn2-c1ccccc1)C1CCS(=O)(=O)C1 (stereo not given) | 4 | -25 | 3 | 2 | 1 | -6 | -0.3 | -0.2 | -4
CSc1ccccc1NC(=O)CSCc1ccc(C)cc1 | 6 | -19 | -7 | 1 | 0 | -3 | 0.3 | 1.2 | -1
O=C1C2C3C=CC(CC3)C2C(=O)N1/N=C/c1ccco1 (stereo not given) | 2 | -10 | 4 | -1 | 0 | 5 | 0.0 | -0.8 | 5
COc1cc(C(=O)NCCN2CCOCC2)cc(OC)c1OC | -6 | 3 | 0 | 2 | 1 | -3 | 0.1 | -0.3 | 10
O=C(c1ccc(CNS(=O)(=O)c2ccc(Br)cc2)cc1)N1CCCCCC1 | 1 | 3 | 0 | 0 | -6 | 0 | 0.1 | 3.1 | 8
Cc1cc(C)n2nc(N)c(N=Nc3ccccc3)c2n1 | -13 | -2 | -1 | -1 | 1 | 4 | 0.2 | 2.1 | 15
COc1ccc2oc(C(=O)c3ccccc3)c(NC(=O)CN3CCN(C)CC3)c2c1 | -10 | -6 | 2 | 0 | 2 | -3 | -0.1 | 0.9 | -19
Cn1c(SCn2nnc3ccccc3c2=O)nc2ccccc2c1=O | 3 | -22 | 0 | 2 | 1 | 1 | 0.0 | 0.8 | -3
FC(F)(F)c1ccnc(Sc2n[nH]c(C(F)(F)F)n2)c1 | -1 | -7 | -3 | -3 | -3 | -1 | -0.1 | -0.2 | 13
O=S(=O)(Nc1ccc(-c2cnco2)cc1)c1ccccc1 | 0 | -9 | -2 | -6 | -4 | 2 | 0.1 | -0.4 | -6
CCOC(=O)[C@H]1[C@H]2COc3cc(OC)ccc3[C@@H]2N2C(=O)CN(Cc3ccc(OC)cc3)C(=O)[C@@]12C | nt | 8 | -2 | nt | nt | 5 | 1.0 | 2.9 | 22
O=P(O)(CP(=O)(c1ccccc1)c1ccccc1)c1ccccc1 | 2 | 11 | -3 | -4 | -1 | -2 | 0.0 | -0.9 | 8
Cc1nn(C)cc1C1C2=C(CC(C)(C)CC2=O)N(c2ccccc2)C2=C1C(=O)CC(C)(C)C2 | 4 | 4 | -1 | -4 | 8 | 2 | -0.2 | -0.5 | 8
COc1ccc(-c2nnc(SCC(=O)c3ccc4c(c3)OCCO4)o2)cc1 | 1 | -6 | -1 | 1 | -2 | -7 | 0.0 | 0.5 | 0
CCCSc1nsc(NC(=O)C(c2ccccc2)c2ccccc2)n1 | 8 | -11 | 5 | 1 | 3 | -50 | 0.1 | 2.4 | -3
N/C(=N\OC(=O)CCc1ccccc1)c1cccnc1 | -5 | 8 | -2 | 0 | -7 | 2 | -0.1 | 1.9 | 9
COC(=O)CCCCC1SCC(NC(=O)c2ccccc2)C1OC(C)=O (stereo not given) | -1 | 5 | -1 | 6 | -4 | 0 | 0.1 | -1.8 | -14
O=C(/C=C/c1cc2ccccc2o1)c1ccccc1O | 3 | 3 | 3 | 0 | 4 | -8 | 0.0 | 2.7 | 0
CC1=C(C(=O)Nc2ccc(C(=O)NC(C)c3ccccc3)cc2)SCCO1 (stereo not given) | 0 | -3 | -3 | -1 | -2 | 6 | -0.1 | -1.5 | 4
CCC12C(=O)C(CC)(C(c3ccccc3)=C1c1ccccc1)[C@@H]1C(=O)N(c3ccc(C)cc3)C(=O)C12 (stereo not given in full) | -5 | -7 | -3 | 0 | 6 | 3 | 0.3 | -1.5 | 18
O=C(NCC1CCCO1)c1ccc(S(=O)(=O)N2CCC(c3nc4ccc(Cl)cc4[nH]3)CC2)cc1 (stereo not given) | 7 | -5 | -2 | 0 | -1 | 7 | 0.1 | 1.9 | 4
CCOC(=O)C1CCN(C(=O)CN(c2ccc(Cl)c(C(F)(F)F)c2)S(C)(=O)=O)CC1 | -3 | -28&4 | 0 | -7 | -1 | 5 | -0.4 | 0.7 | -1
Cc1ccc(NCC(=O)N/N=C/c2cc3ccccc3nc2Cl)cc1 | 18 | 3 | 13 | -3 | 3 | -3 | 0.0 | 2.1 | 6
CC(C)c1ccccc1NS(=O)(=O)c1cccs1 | -14 | 9 | 3 | 0 | -2 | 3 | -0.1 | 2.2 | 5
CCCn1c(=O)c2c(ncn2C)n(CCC)c1=O | 7 | nt | -1 | -2 | -2 | 2 | -0.1 | -1.2 | 1
CCOc1cc(NC(=S)NCCCN2CCOCC2)c(OCC)cc1NC(=O)CC(C)C | 0 | 1 | -5 | 2 | -2 | 3 | -0.1 | 1.1 | -4
CCC(C)c1ccc(NC(=S)NN2CCOCC2)cc1 (stereo not given) | -6 | -8 | -2 | 13 | 2 | 4 | 0.1 | 3.1 | 12

Quoted at random: 6 compounds from above, in no set order.
SMILES | core dimer inh | JMJD2C inh | PP1 counter | TPT1 inh | CTSL1 counter | LYPLA2 counter | Efflux pump inh | PP5 inh | PREPL inh
CCOC(=O)C1CCN(C(=O)CN(c2ccc(Cl)c(C(F)(F)F)c2)S(C)(=O)=O)CC1 | -3 | -28&4 | 0 | -7 | -1 | 5 | -0.4 | 0.7 | -1
O=C(NCC1CCCO1)c1ccc(S(=O)(=O)N2CCC(c3nc4ccc(Cl)cc4[nH]3)CC2)cc1 (stereo not given) | 7 | -5 | -2 | 0 | -1 | 7 | 0.1 | 1.9 | 4
CCC(C)c1ccc(NC(=S)NN2CCOCC2)cc1 (stereo not given) | -6 | -8 | -2 | 13 | 2 | 4 | 0.1 | 3.1 | 12
CCCSc1nsc(NC(=O)C(c2ccccc2)c2ccccc2)n1 | 8 | -11 | 5 | 1 | 3 | -50 | 0.1 | 2.4 | -3
COC(=O)CCCCC1SCC(NC(=O)c2ccccc2)C1OC(C)=O (stereo not given) | -1 | 5 | -1 | 6 | -4 | 0 | 0.1 | -1.8 | -14
CCC12C(=O)C(CC)(C(c3ccccc3)=C1c1ccccc1)[C@@H]1C(=O)N(c3ccc(C)cc3)C(=O)C12 (stereo not given in full) | -5 | -7 | -3 | 0 | 6 | 3 | 0.3 | -1.5 | 18

Carrying on:
SMILES | core dimer inh | JMJD2C inh | PP1 counter | TPT1 inh | CTSL1 counter | LYPLA2 counter | Efflux pump inh | PP5 inh | PREPL inh
Cc1nnnn1-c1cccc(C(=O)O)c1 | -3 | -4 | -1 | -1 | 3 | -2 | 0.0 | 2.2 | 5
O=C(CSCc1ccc([N+](=O)[O-])cc1)NC1CC2CCC1C2 (stereo not given) | 2 | -12 | -3 | -5 | -2 | 8 | -0.1 | -0.5 | 4
COc1ccc(CN([C@H](C)CO)S(=O)(=O)N(Cc2ccccc2)[C@H](CO)C(C)C)cc1 | nt | -6 | -2 | nt | nt | -1 | -0.5 | 0.3 | 7
Cc1ccc(NC2CCCN(C(=O)CCC3=NNC(=O)CC3)C2)cc1C (stereo not given) | -7 | -30 | 4 | -1 | 3 | 1 | 0.1 | 2.9 | 7
CCCCCc1nnc(NC(=O)Cn2cnc3ccccc3c2=O)s1 | -6 | 7 | -4 | 2 | 0 | -7 | 0.0 | -0.9 | 3
CCN(CC)C(=O)Cn1ncc2c1-c1ccccc1OC2 | -12 | -4 | -4 | 1 | 6 | -3 | -0.1 | -8.9 | 0
CCOc1ccc(NC(=O)N(CCN(C)C)C(C)c2cccnc2)cc1 (stereo not given) | -1 | 5 | 8 | 1 | -4 | -2 | 0.1 | -1.9 | -1
COc1ccc(CCNC(=O)c2ccccc2NS(=O)(=O)c2cc(C(=O)O)ccc2OC)cc1 | 5 | 9 | -5 | 3 | -3 | -1 | 0.1 | 0.5 | 1
CC(C)OCCCn1c(SC(C)C(=O)NCC2CCCO2)nc2cc(Cl)ccc2c1=O (stereo not given) | -1 | 4 | -8 | 0 | -4 | 12 | 0.0 | 1.7 | 6
Nn1c(SCc2c(F)cccc2F)nnc1-c1ccccn1 | 4 | 3 | -7 | -2 | -1 | -3 | 0.1 | -1.7 | -4
Cc1ccc(C2=Nc3ccccc3SC(c3cccc([N+](=O)[O-])c3)C2)cc1 (stereo not given) | -3 | 1 | 0 | 0 | -3 | 5 | 0.1 | 0.5 | -2
CCOC(=O)N1CCN(C(=O)c2c(N)no[n+]2[O-])CC1 | 0 | 20 | -2 | 0 | 4 | 2 | 0.0 | -1.1 | 11
O=S(=O)(Nc1cccc(-c2ccc(N3CCCCCC3)nn2)c1)c1cccc(F)c1 | 24 | 8 | 18* | 0 | 0 | -22 | 0.1 | 1.4 | -8
O=C(OCCOc1cccc(Cl)c1)c1ccc2ncsc2c1 | 12 | -5 | -2 | -5 | 1 | 0 | 0.0 | 0.4 | -37
COc1ccccc1NC(=O)c1ccc(CN2CCOCC2)cc1 | -8 | 3 | -3 | 0 | 1 | 4 | -0.2 | 0.1 | -10
O=c1[nH]c(CSc2ncccn2)nc2c1cnn2-c1ccccc1 | 4 | 4 | 1 | 5 | -1 | 6 | -0.1 | -2.4 | 3
CCC(C(=O)NC1CCCC1)N(C(=O)c1snc(C(N)=O)c1N)c1ccc2c(c1)OCCO2 (stereo not given) | 4 | -29 | 1 | -2 | 3 | -6 | -0.2 | -0.1 | 3
N#Cc1c(SCc2cccc(Cl)c2)sc(C(=O)c2ccccc2)c1N | 1 | -4 | 3 | 1 | 2 | -10 | -0.1 | 4.9 | -12
COc1ccc(CCNC2=CC(=O)CC(C)(C)C2)cc1 | -1 | -2 | -2 | 0 | -1 | -2 | -0.1 | -3.1 | 2
O=C(CN(Cc1ccccc1)C(=O)CSc1nnc(COc2ccccc2)o1)NC1CCCC1 | 12 | 10 | -2 | -6 | 1 | 3 | 0.1 | 1.7 | 9
N#C/C(=C\c1ccc(N2CCOCC2)o1)C(=O)NC1CCCCC1 | -20 | -1 | 2 | 163* | 10 | 7 | -0.1 | 5.1 | 20
O=C(Nc1cccc(Cl)c1)c1cncn1-c1ccc(F)cc1 | -4 | -20 | 1 | 3 | 0 | -10 | -0.1 | 0.6 | 22
CCn1c(SCC(=O)N/N=C\c2ccccc2OCC(=O)O)nnc1-c1ccc(Cl)cc1 | 5 | 12 | -1 | 3 | 1 | -5 | -0.1 | -0.6 | 2
COc1ccc2c(c1)CCc1cn3ncc(C#N)c3nc1-2 | 9 | -21 | -4 | 9 | -5 | -5 | -0.2 | 1.4 | 1
CC(NC(=O)Cc1ccccc1)c1nc2ccccc2[nH]1 (stereo not given) | 8 | -14 | 0 | -3 | 7 | 3 | 0.0 | -1.0 | 5

Source: PubChem
